CRFR2-BP antag: antagonists of CRF-BP/CRF-R2 complex, primary screen, cell-based, HEK293, calcium dye fluorescence, uHTS; CRF-induced calcium fluorescence; inhibition, % at 11.8 µM; 0.59% of 350,000 active; AID 588475, 2011;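 active means inhibition of the ligand-induced calcium signal above about 50% at the single tested concentration, limit read from the data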
UBC9 SUMO inh: inhibitors of in vitro SUMOylation cascade, primary screen, biochemical, HTRF, uHTS | SUMO-conjugating enzyme UBC9 (Homo sapiens), P63279 | HTRF SUMOylation assay, SAE1/SAE2 + UBC9 | inhibition, % at 35 µM | 0.36% of 290,000 active | AID 2006, 2009; in the data active means inhibition above about 50%, passing the limit was not always enough; further: strong numbers were not always called active
Target sequence (P63279 whole entry, looked up): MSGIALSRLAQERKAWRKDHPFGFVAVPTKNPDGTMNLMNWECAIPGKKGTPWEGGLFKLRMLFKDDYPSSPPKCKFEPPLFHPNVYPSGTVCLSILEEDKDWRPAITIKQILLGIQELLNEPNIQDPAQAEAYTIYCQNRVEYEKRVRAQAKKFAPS
pCIP destab: p/CIP-EGFP fusion destabilizers, primary screen, fluorescence, F442A cells. 0.01% of 290,000 active. Q05BA5. 16 h. AID 1984, 2009. decrease of EGFP signal, % at 10 µM;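 active means EGFP signal decrease of at least 30% at 10 µM or well 3 SD below plate mean, unless failing retest; inactive means the rest, including hits failing retest or dose response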; further: some compounds called inactive have numbers as strong as hits; many of its hits are not listed in these tables
GalR3 antag: GalR3 antagonists in HEK293 cells, primary screen, cell-based, fluorescence readout | Galanin receptor type 3 (Homo sapiens), O60755 | HEK293 GalR3-CNG cAMP membrane potential fluorescence; galR3 body fused to GalR1 C-terminus | inhibition, % at 3 µM | 0.44% of 360,000 active | AID 651719, 2012;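 active means inhibition above the screen-wide average plus 3 SD, cut at about 13% in these data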;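 further: forskolin and galanin both at EC90 stimulate the cells; cAMP rise reported by CNG channel membrane potential dye signal; 0% = forskolin plus galanin with DMSO and 100% = forskolin alone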
Target sequence (O60755 1-299 limits assumed): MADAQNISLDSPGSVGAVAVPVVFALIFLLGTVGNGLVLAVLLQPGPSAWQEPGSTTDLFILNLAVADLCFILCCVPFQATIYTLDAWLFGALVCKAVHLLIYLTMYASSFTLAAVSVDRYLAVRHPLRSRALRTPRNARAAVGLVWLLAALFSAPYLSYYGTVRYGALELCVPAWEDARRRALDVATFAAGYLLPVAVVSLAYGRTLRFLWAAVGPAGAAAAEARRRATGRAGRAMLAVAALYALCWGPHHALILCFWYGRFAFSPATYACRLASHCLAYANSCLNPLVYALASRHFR
HCV NS3 hel inh: inhibitors of HCV NS3 helicase, primary screen, biochemical, Cy5 molecular beacon fluorescence; Hepatitis C virus NS3 helicase; 0.56% of 290,000 active; NS3 helicase DNA unwinding; inhibition, % at 10.9 µM; AID 1800, 2009;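 active means inhibition above the mean of all tested compounds plus 3 SD, set per campaign, cut at about 35% in these data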;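 further: 0% = DMSO wells and 100% = thioflavine S control wells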
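Test system: hepatitis C virus NS3 helicase domain fragment enzyme. Also added: annealed dual-labelled DNA beacon duplex, ATP-started. Timing: 60 min unwinding reaction at 25 °C after ATP addition. Technique: Cy5 fluorescence. Measure: % inhibition of unwinding.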
VIM-2 inh: VIM-2 metallo-beta-lactamase inhibitors, primary screen, biochemical, epi-absorbance readout, Pseudomonas aeruginosa enzyme. purified VIM-2, nitrocefin hydrolysis, epi-absorbance fluorescence. inhibition, % at 5.6 µM. 0.89% of 290,000 active;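 active means inhibition above the mean of all tested compounds plus 3 SD, cutoff set per screening run, cut at about 7.5% in these data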;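 further: red hydrolysis product quenches plate fluorescence so inhibitors raise well fluorescence; 0% = enzyme with DMSO and 100% = DMSO without enzyme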
IDE inh: human IDE inhibitors in live cells, primary screen, fluorescence polarization, HEK cells, FAbetaB substrate; FAbetaB cleavage; inhibition, % at 5.59 µM; 0.41% of 320,000 active; AID 434962, 2010;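 active means percent inhibition above the average of all tested compounds plus 3 SD, set per screening campaign, cut at about 16% in these data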;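 further: IDE supplied by intact live HEK cells; FP after avidin binding of uncleaved biotin substrate so inhibition keeps polarization high; 0% = DMSO wells and 100% = 60 µM reference IDE inhibitor Ii1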
IDE act: human IDE activators in live cells, primary screen, fluorescence polarization, HEK cells, FAbeta-B substrate | FAbeta-B cleavage; 0% vehicle, 100% cell-free pure enzyme wells | activation, % at 5.96 µM | 0.073% of 340,000 active | AID 493087, 2011;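 active means activation above the mean of all tested compounds plus 3 SD, set per screening campaign, cut at about 17% in these data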
IMP-1 inhibitor: IMP-1 metallo-beta-lactamase inhibitors, primary screen, biochemical, epi-absorbance readout, Pseudomonas aeruginosa enzyme; purified IMP-1, nitrocefin hydrolysis, epi-absorbance fluorescence; inhibition, % at 5.6 µM; AID 1556, 2009; 0.45% of 290,000 active;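 active means inhibition above the mean plus 3 SD of all compounds in the same screening run, cut at about 4.5% in these data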;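 further: 0% = IMP-1 with DMSO and 100% = DMSO wells lacking enzyme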
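system = purified recombinant IMP-1 beta-lactamase | amount = 0.2 nM IMP-1, as dispensed | medium = HEPES buffer pH 7.1 with ZnSO4 and Brij 35 | times = 25 °C, 15 min preincubation, 25 min reaction | detection = plate fluorescence quenching by hydrolysis product, ex 480/em 530 nm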
The depositor's hits bear a star; / = not tested or not shown.

SMILES	CRFR2-BP antag	UBC9 SUMO inh	pCIP destab	GalR3 antag	HCV NS3 hel inh	VIM-2 inh	IDE inh	IDE act	IMP-1 inhibitor
Cc1ccccc1N1CCN(S(=O)(=O)c2cccs2)CC1	4	0	-6	-5	-10	0.1	-2	6	-0.5
COc1ccc(-c2n[nH]c(=S)n2Cc2ccco2)cc1	12	23	1	-4	10	5.4	-4	-10	-3.4
CCC(=O)Nc1cccc(NC(=S)NC(=O)Cc2ccccc2)c1	-9	18	-12	-1	8	-0.7	-2	-1	-0.5
CCOc1cc2c(cc1/C=C/C(=O)O)OC(C)C2 (stereo unspecified)	-9	47	0	-6	4	-0.8	6	2	-0.6
Cc1ccc(S(=O)(=O)N2CCC(=O)N(CCOCc3cccc(C)c3)CC2)cc1	7	12	-14	3	-5	-2.5	0	-10	-4.1
Nc1nc(Nc2ccccc2)nc(N2CCCC2)c1[N+](=O)[O-]	-45	3	-3	-7	-58	-0.9	3	0	-1.4
CCOc1ccccc1OC(C)C(=O)Nc1ccc(S(=O)(=O)N2CCCC2)cc1 (stereo unspecified)	7	-3	0	-1	-4	-4.2	6	-3	-5.0
CNC(=O)NC(=O)C(C)OC(=O)c1c(C)noc1C (stereo unspecified)	-10	0	5	0	9	0.4	1	0	2.3
CC(C)(C)NC(=S)Nc1ccc(Nc2ccccc2)cc1	-33	7	-4	-2	-43	-3.2	-15	-2	-4.4
COc1ccc(C(=O)N/C(=C/c2ccc(Cl)cc2)C(=O)NCc2ccncc2)cc1	-7	14	-6	0	-9	-0.7	-1	2	-2.8
Cc1cccc(N2CCN(C(=O)c3ccc4[nH]c(C)c(C)c4c3)CC2)c1C	-8	/	/	-3	/	/	7	0	/
Cc1cc([N+](=O)[O-])nn1Cc1ccc(C(=O)N/N=C/c2ccc(N(C)C)cc2)cc1	9	-1	-4	-5	-11	-1.2	-6	-2	-1.5
COc1ccc(CNC(=O)c2c(C)cc(=O)oc2C)cc1	4	15	2	1	-1	-0.1	5	-1	-0.3
Cc1ccc(S(=O)(=O)NCCCNS(C)(=O)=O)cc1	12	-13	0	-3	7	-1.9	4	9	-2.1
CS(=O)(=O)Nc1ccc2c3c(cccc13)CC2	11	28	-6	1	8	2.8	5	6	0.9
CC[C@@H](C)[C@@H]1CN([C@@H](C)CN2CCC[C@H]2CN2C(N)=NC[C@H]2CC(C)C)C(=N)N1CCCC1CCCC1	-11	/	/	-1	/	/	7	3	/
Cc1cc(Cl)nc2ccc(Cc3ccc4nc(Cl)cc(C)c4c3)cc12	18	10	-15	-1	1	0.3	7	3	-2.9
CCCCCN(C(=O)CCC(=O)OCc1cccc(Cl)c1)c1c(N)n(CCCC)c(=O)[nH]c1=O	16	/	/	2	/	/	0	2	/
CCC(C)[C@H](NC(=O)N1CCC(Cc2ccccc2)CC1)C(=O)O (stereo partly specified)	1	-4	-2	-11	-16	-0.4	8	4	-0.8
CCC(C)NCC(=O)Nc1ccc(S(N)(=O)=O)cc1 (stereo unspecified)	-1	4	-11	-1	2	-3.2	-4	/	-2.1
CCC(=O)Nc1ccc(C(=O)CSc2nnc(-c3ccc(O)cc3)n2CC2CCCO2)cc1 (stereo unspecified)	-2	-1	-6	-5	-1	1.6	6	0	-1.0
Cc1nn(C)c(C)c1/C=N/NC(=O)CCn1nc(C)c([N+](=O)[O-])c1C	4	-12	-4	-3	-1	-4.2	3	-1	-5.2
COc1ccccc1N(CC(=O)NCCSc1ccccc1)S(=O)(=O)c1ccccc1	9	-1	17	-5	-6	-0.9	4	-3	-1.3
COC(=O)c1scc(C)c1N/N=C(\C)c1ccc(F)cc1	20	-12	-1	4	1	-2.3	-3	1	-2.8
O=C(CSc1nnc(NC(=O)c2ccccc2C(=O)O)s1)Nc1ccccc1Cl	10	9	3	-2	-26	-4.2	6	-5	-0.9

(more compounds)
SMILES	CRFR2-BP antag	UBC9 SUMO inh	pCIP destab	GalR3 antag	HCV NS3 hel inh	VIM-2 inh	IDE inh	IDE act	IMP-1 inhibitor
COc1ccc2nc(NC(=O)c3ccc(Br)s3)sc2c1	-1	9	1	-2	-1	-4.0	1	-5	-2.3
FC(F)Oc1cccc(NC(=S)N2CCN(c3ccccn3)CC2)c1	9	-6	4	2	-3	-0.7	-1	4	-2.4
Nc1c(C(=O)Nc2ccccc2)sc2nc3c(c(-c4ccco4)c12)CCCC3	-5	34	-6	2	12	-1.8	-11	1	0.1
CCc1nnc(NC(=O)CSc2nnc(CNc3ccc(C)cc3)n2C)s1	9	-4	-4	-4	-6	-0.8	-2	7	-2.9
O=C(Nc1cc(Cl)cc(Cl)c1)C(NCC1CCCO1)c1ccccc1 (stereo unspecified)	-25	-22	-21	-4	-18	-1.5	1	0	-1.9
Cc1ccc(-n2nc3c(=O)n(C(C)C(=O)NCc4ccc5c(c4)OCO5)nc(C)c3c2C)cc1 (stereo unspecified)	-1	/	-3	-6	4	-3.2	7	2	-2.4
CS(=O)(=O)N1N=C(c2cccs2)CC1c1ccc(F)cc1 (stereo unspecified)	-4	0	-11	-2	6	-0.7	0	0	-0.2
CCOC(=O)CN=C1CC(C)(C)CC2=C1Sc1ncnc(N(C)C)c1N2	3	4	8	/	4	0.7	-1	3	-2.3
Cc1cc(Nc2ccc3c(c2)OCCO3)c2ccccc2n1	11	17	-8	-1	-1	1.1	4	-4	-3.5
O=C(NC1CCCCC1)c1cc(S(=O)(=O)N2CCCCC2)ccc1N1CCOCC1	11	/	/	0	/	/	-1	3	/
COc1ccccc1C(=O)NNC(=O)CCC(=O)NCc1ccccc1	14	10	-8	1	0	-1.8	0	11	0.2
OCc1cc(-c2ccccn2)no1	-7	/	/	-4	/	/	3	-1	/
Cc1nc2ccc(NC(=O)c3ccc(S(=O)(=O)N4CCOCC4)cc3)cc2s1	-25	13	-4	-1	11	-2.1	-6	3	-6.0
Cc1nnc(NS(=O)(=O)c2ccc(Br)cc2)s1	-7	9	2	-6	0	-0.1	3	-1	-0.5
Cc1ccnc(SCC(=O)NC2CC2)n1	2	16	4	0	0	-3.5	0	7	-3.2
Cc1ccc(S(=O)(=O)N2C(=O)c3cccc4cccc2c34)cc1	5	12	-4	-3	1	-0.7	-1	9	-0.7
Cn1cccc1C(=S)N1CCOCC1	-21	10	0	0	1	-1.3	0	-2	-4.3
O=C(NC(=S)Nc1ccccc1)c1cncc(C#Cc2ccccc2)c1	-13	-18	-3	1	7	-2.7	4	7	-1.8
Cc1[nH]c2ccc(Br)cc2c(=S)c1C/C=C/Cl	17	11	-6	-1	-1	-2.8	0	6	-2.7
O=S(=O)(C(=CNc1ccccc1)S(=O)(=O)c1ccccc1)c1ccccc1	-1	1	11	-10	4	-3.3	2	4	-5.1
Cc1ccc(N2CCCn3c2cc(C)c(C#N)c3=O)cc1Cl	-5	-4	-3	-5	0	7.8*	2	-1	-1.1
Cc1ccc2cc(C=C(C#N)C#N)c(N3CCCCC3)nc2c1	-69	17	-3	-7	12	-0.6	5	-3	-3.0
CC(C)(C)c1ccc(CSc2nnc(-c3ccccn3)n2Cc2ccco2)cc1	7	-42	-10	-4	-1	-4.9	-1	2	-3.8
Cc1ccc(NC(=O)NC2=N/C(=C(/C#N)C(=O)N3CCCC3)c3ccccc32)cc1	10	4	-27	3	/	/	9	-2	/
CC(=O)N/C(=C\c1ccccc1)C(=O)OCC(=O)c1c(N)n(C)c(=O)n(C)c1=O	13	/	/	-5	/	/	2	5	/

Part of the list above, reduced to IDE act, pCIP destab and HCV NS3 hel inh:
Structure | IDE act | pCIP destab | HCV NS3 hel inh
Cc1ccc(S(=O)(=O)NCCCNS(C)(=O)=O)cc1 | 9 | 0 | 7
CCC(=O)Nc1ccc(C(=O)CSc2nnc(-c3ccc(O)cc3)n2CC2CCCO2)cc1 (stereo unspecified) | 0 | -6 | -1
COc1ccc(-c2n[nH]c(=S)n2Cc2ccco2)cc1 | -10 | 1 | 10

Later entries:
SMILES	CRFR2-BP antag	UBC9 SUMO inh	pCIP destab	GalR3 antag	HCV NS3 hel inh	VIM-2 inh	IDE inh	IDE act	IMP-1 inhibitor
CC1=C(C(=O)Nc2cc(C(=O)N3CCN(c4cccc(C)c4C)CC3)ccc2C)SCCO1	40	-4	-10	-8	-6	-0.5	6	-13	-0.5
COc1ccc(N(CC(=O)Nc2cc(C)cc(C)c2)S(=O)(=O)c2ccccc2[N+](=O)[O-])c(OC)c1	8	-10	-5	-4	-8	-0.8	-3	5	-3.5
Cc1cccc(NC(=O)CNC(=O)C23CC4CC(CC(Cl)(C4)C2)C3)n1	1	/	/	1	/	/	-1	7	/
Cc1cccc(N2CCN(S(=O)(=O)c3ccc4c(c3)n(C)c(=O)c(=O)n4C)CC2C)c1 (stereo unspecified)	-4	4	4	0	5	-3.6	1	3	-2.9
CCCCn1c(N)c(N(CC(C)C)C(=O)CC(NC(=O)c2ccccc2)c2ccccc2)c(=O)[nH]c1=O (stereo unspecified)	-6	/	/	-1	/	/	2	2	/
COC(=O)c1sccc1N/N=C/c1ccc(OC)c(OC)c1OC	18	3	4	-7	-5	-3.5	-4	3	-3.0

Structures shown so far with a thiophene ring, fused or not (six):
SMILES	CRFR2-BP antag	UBC9 SUMO inh	pCIP destab	GalR3 antag	HCV NS3 hel inh	VIM-2 inh	IDE inh	IDE act	IMP-1 inhibitor
Cc1ccccc1N1CCN(S(=O)(=O)c2cccs2)CC1	4	0	-6	-5	-10	0.1	-2	6	-0.5
COC(=O)c1scc(C)c1N/N=C(\C)c1ccc(F)cc1	20	-12	-1	4	1	-2.3	-3	1	-2.8
COc1ccc2nc(NC(=O)c3ccc(Br)s3)sc2c1	-1	9	1	-2	-1	-4.0	1	-5	-2.3
Nc1c(C(=O)Nc2ccccc2)sc2nc3c(c(-c4ccco4)c12)CCCC3	-5	34	-6	2	12	-1.8	-11	1	0.1
CS(=O)(=O)N1N=C(c2cccs2)CC1c1ccc(F)cc1 (stereo unspecified)	-4	0	-11	-2	6	-0.7	0	0	-0.2
COC(=O)c1sccc1N/N=C/c1ccc(OC)c(OC)c1OC	18	3	4	-7	-5	-3.5	-4	3	-3.0
